Rab9 prom act = activators of Rab9 promoter; Huh7 Rab9 promoter-luciferase reporter, luminescence, 24 h; Potency, µM (top dose mostly 9.22 µM), for inactives: top-dose activation, negative = inhibition, hits mostly activators; 320,000 compounds, 2.8% hits; also: % of control where 0% means no effect; nearly all actives have a fitted effect of over 60% in size
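Luminescence read-out: Huh7 cells stably expressing Rab9-luciferase, treated 24 h with compound at 37 °C, then lysed with luciferase reagent for 10 min at ambient before reading.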
MBNL1 CUG block = inhibitors of human MBNL1 binding to CUG repeat RNA. TR-FRET MBNL1-His/biotin-(CUG)12 binding, 665/545 ratio. Potency, µM (top dose mostly 57.5 µM), inactives show at the highest dose activity change, negative = inhibition, usual class: inhibitors. 280,000 compounds, 0.036% hits; active = well fitted inhibition curve with a large enough effect in the signal ratio, with a control signal flat, not every such curve was filed as active; inconclusive = small, poorly fitted or top-dose-only effect, or effect the other way, or a change in a side signal; inactive = no such curve, though single readings can be large or run the other way; the % refers to the signal ratio; also: % is scaled to controls: 0 for no effect and ±100 for the full control effect
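Compound titration spanned 92 nM–58 uM against the MBNL1-His/biotin-(CUG)12 complex. After 60 min at room temperature with 5 nM streptavidin-XL665 and 0.055 ng/ul terbium anti-His, ratiometric 665/545 nm emission (Ex 340 nm) normalized to controls.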
uPA generation = inhibitors of cell surface uPA generation; AID 540303; Potency, µM (top dose mostly 38.3 µM), inactives show top-dose activity change, negative = inhibition, hits mostly inhibitors; 330,000 compounds, 0.31% hits; cell surface uPA generation assay, qHTS; active = well fitted inhibition curve with a large enough effect; inconclusive = small, poorly fitted or top-dose-only effect; inactive = no such curve, though single readings can be large or run the other way; tested in mouse RAW 264.7 cells; also: % is scaled to controls: 0 for no effect and ±100 for the full control effect; nearly all actives have a fitted effect of over 55% in size
VP16 counter = inhibits Gal4-VP16 luciferase reporter, ROR gamma counter-screen; Drosophila S2 Gal4-VP16 UAS-luciferase, luminescence, 20 h; Potency, µM (series often up to 53.6 µM), for the others: at the top dose activity, negative = inhibition, usual class: inhibitors; 310,000 compounds, 3.5% hits; AID 2546;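 also: Gal4-VP16 expression switched on by copper sulfate through the metallothionein promoter; % is scaled to controls: 0 for no effect and ±100 for the full control effect; nearly all actives have a fitted effect of over 50% in size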
p53 reactivation = restores transcriptional activity of mutant p53 | H1299 p53-A138V BP100-luciferase reporter, luminescence, 24 h | Potency, µM (top dose mostly 92.2 µM), without a hit: top-dose activity change, positive = activation, actives largely listed as activators | 320,000 compounds, 0.063% hits | AID 504706; also: % of control where 0% means no effect; nearly all actives have a fitted effect of over 45% in size
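H1299 (p53-null), stable ts p53-A138V + BP100-Luc; 1000 cells/well, Opti-MEM/10% FBS; cpd 4 pt, 1:5; 24 h, 37 deg C, 5% CO2; detection reagent 10 min RT; luminescence.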
ELG1 genotox = genotoxicity induction in ELG1-luciferase HEK293T cells | HEK293T ELG1-luciferase reporter, luminescence, 16 h | Potency, µM (highest dose often 46 µM), for inactives: at the highest dose activity change, positive = activation, actives largely listed as activators | 330,000 compounds, 1.3% hits; also: % of control where 0% means no effect; nearly all actives have a fitted effect of over 60% in size
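After overnight (16 hr) compound treatment at 37 °C, ELG1-luciferase HEK293T cells were lysed with ONE-Glo; luminescence quantified 30 min later at room temperature.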
RORgamma inh = blocks mouse ROR gamma transcriptional activity; Potency, µM (doses to about 53.6 µM), for inactives: top-dose activity change, negative = inhibition, most hits filed as inhibitors; P51450; AID 2551; 310,000 compounds, 5.4% hits; Drosophila S2 Gal4-RORgamma UAS-luciferase reporter, 20 h; also: % is scaled to controls: 0 for no effect and ±100 for the full control effect; nearly all actives have a fitted effect of over 60% in size
Target sequence (P51450 whole entry, looked up, the tested form may be a part): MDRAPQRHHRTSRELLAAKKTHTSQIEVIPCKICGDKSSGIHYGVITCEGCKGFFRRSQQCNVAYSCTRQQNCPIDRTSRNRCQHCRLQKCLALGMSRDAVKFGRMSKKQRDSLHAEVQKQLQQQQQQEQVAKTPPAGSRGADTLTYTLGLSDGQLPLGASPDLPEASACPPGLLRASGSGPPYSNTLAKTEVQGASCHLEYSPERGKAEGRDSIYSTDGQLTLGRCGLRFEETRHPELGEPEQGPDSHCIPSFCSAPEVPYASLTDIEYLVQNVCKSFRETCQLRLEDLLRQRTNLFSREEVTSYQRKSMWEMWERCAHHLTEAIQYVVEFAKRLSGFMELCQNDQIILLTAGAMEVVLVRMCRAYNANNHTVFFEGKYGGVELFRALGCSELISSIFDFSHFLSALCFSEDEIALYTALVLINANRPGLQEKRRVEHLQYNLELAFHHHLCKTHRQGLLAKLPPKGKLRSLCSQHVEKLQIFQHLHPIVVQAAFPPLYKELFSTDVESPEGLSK
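In this cell-based reporter format, copper sulfate (700 uM final) drives Gal4–ROR gamma fusion expression from a metallothionein promoter in Drosophila Schneider cells; compounds preincubated 1 hr, reporter read after 20 hr at ambient temperature.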
FLuc counter = firefly luciferase modulation, counter-screen for miR-21 project | P08659 | purified FLuc, Km substrates, luminescence inhibition | Potency, µM (top dose mostly 57.5 µM), inactives show top-dose activity change, negative = inhibition, actives largely listed as inhibitors | 360,000 compounds, 6.9% hits;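 also: plate controls were vehicle for no effect and reference inhibitor for full effect; nearly all actives have a fitted effect of over 55% in size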
Target sequence (P08659 whole entry, looked up): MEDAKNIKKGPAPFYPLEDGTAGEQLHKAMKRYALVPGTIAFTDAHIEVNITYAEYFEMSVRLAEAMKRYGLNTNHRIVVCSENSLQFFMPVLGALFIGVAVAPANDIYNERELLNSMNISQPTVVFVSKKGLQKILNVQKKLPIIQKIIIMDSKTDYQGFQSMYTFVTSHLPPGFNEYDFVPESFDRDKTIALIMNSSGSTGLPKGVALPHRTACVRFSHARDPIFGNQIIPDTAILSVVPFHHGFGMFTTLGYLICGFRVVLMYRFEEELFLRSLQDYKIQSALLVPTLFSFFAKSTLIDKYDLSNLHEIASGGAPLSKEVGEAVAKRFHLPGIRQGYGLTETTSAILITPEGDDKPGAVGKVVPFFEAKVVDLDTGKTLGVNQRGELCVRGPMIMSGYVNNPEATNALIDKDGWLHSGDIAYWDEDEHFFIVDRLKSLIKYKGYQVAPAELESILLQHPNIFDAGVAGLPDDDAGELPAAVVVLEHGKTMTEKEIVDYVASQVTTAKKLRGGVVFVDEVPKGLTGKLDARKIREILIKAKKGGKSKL
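Biochemical qHTS of compounds, final roughly 60 µM downward over six points, against 10 nM purified firefly luciferase using Km concentrations of substrates (10 uM D-luciferin, 10 uM ATP) in Tris acetate pH 7.5 buffer; luminescence output.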
BRCA1 expr act = increases BRCA1 expression; MCF7-BRCA1-FFLuc reporter, luminescence, 48 h; response scale: scaled: vehicle 0%, 10 µM genistein 100%; Potency, µM (titrated, usually from 46.1 µM), without a hit: at the highest dose activation, actives largely listed as activators; 380,000 compounds, 1.1% hits; AID 624202; also: nearly all actives have a fitted effect of over 80% in size; some results filed as inactive show a strong effect at the top dose
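MCF7-BRCA1-FFLuc, 2000 cells/well; 2 h attach, 37 °C/5% CO2; compound 48 h; luciferase substrate 15 min; luminescence end-point. Norm. to genistein 10 microM max activation and DMSO; concentration-response curves fitted.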
NPC1 promoter act = activates the NPC1 promoter | 320,000 compounds, 2.4% hits | Potency, µM (series often up to 9.22 µM), without a hit: at the highest dose activation, actives largely listed as activators | Huh7 NPC1 promoter luciferase reporter, 24 h;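 also: % of control where 0% means no effect; nearly all actives have a fitted effect of over 60% in size; reporter is driven by a mutant NPC1 promoter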
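Luminescence read-out of NPC1 promoter-driven luciferase in stably transfected Huh7 cells; compounds delivered in DMSO and left 24 h at 37C, 5% CO2, qHTS titration format.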
* marks the source's active call; other numbers are inactive results; [ ] = another dose, or the depositor's remark. Unless noted, calls follow the shape of the dose curve; as a rule, active = well fitted curve in the direction sought with a large enough effect; inconclusive = small, poorly fitted or top-dose-only effect, or another doubt; inactive = no such curve, though single readings can be large; an effect the other way counts as inactive or inconclusive. Potency is read from the fitted curve at half-maximal effect.

Screening C=CCn1c(SCC(=O)NCc2ccc3c(c2)OCO3)nnc1-c1cccnc1 returned Rab9 prom act 2%, MBNL1 CUG block -1%, uPA generation 1%, VP16 counter -6%, p53 reactivation -3%, ELG1 genotox -1%, RORgamma inh -21%, FLuc counter -3%, BRCA1 expr act 3% and NPC1 promoter act -2%.
For Cc1ccc(NC(=O)CSc2nsc(SCC(=O)Nc3ccc(C)cc3C)c2C#N)c(C)c1 the results were Rab9 prom act -5%, MBNL1 CUG block 8%, uPA generation 2%, VP16 counter -10%, p53 reactivation 19%, ELG1 genotox 7%, RORgamma inh inconclusive, FLuc counter 4%, BRCA1 expr act -1% and NPC1 promoter act -6%.
Screening CN1C(=O)c2ccc(C(=O)NC3CCCCC3)cc2C1=O returned Rab9 prom act -1%, MBNL1 CUG block -15%, uPA generation -6%, VP16 counter -11%, p53 reactivation -15%, ELG1 genotox 0%, RORgamma inh 4%, FLuc counter -13%, BRCA1 expr act 3% and NPC1 promoter act 0%.
O=C(NCC(=O)N1CCN(c2ccccc2F)CC1)c1cccs1 was read as Rab9 prom act 29%, MBNL1 CUG block 3%, uPA generation -2%, VP16 counter 19%, p53 reactivation 5%, ELG1 genotox 18%, RORgamma inh 36%, FLuc counter -16%, BRCA1 expr act 98% and NPC1 promoter act 15%.
`Cc1cc(C)cc(NC(=S)N2CCN(Cc3ccccc3)CC2)c1` gave Rab9 prom act 8%, MBNL1 CUG block -1%, uPA generation -2%, VP16 counter inconclusive, p53 reactivation -1%, ELG1 genotox -2%, RORgamma inh 7.1µM*, FLuc counter -4%, BRCA1 expr act -20% and NPC1 promoter act 1%.
`CCC(=O)c1ccc(OCC(=O)NC2CCCC2)cc1` gave Rab9 prom act -7%, uPA generation -5%, p53 reactivation 0%, ELG1 genotox 4%, BRCA1 expr act 22% and NPC1 promoter act 4%.
For Cc1ccc(C(=O)NCCCNC(=O)c2ccccc2F)cn1 the results were Rab9 prom act -1%, MBNL1 CUG block 1%, uPA generation -1%, VP16 counter 9%, p53 reactivation 1%, ELG1 genotox 2%, RORgamma inh -8%, FLuc counter 4%, BRCA1 expr act -4% and NPC1 promoter act 2%.
CC(=O)Nc1ccc(S(=O)(=O)Nc2ccc(S(=O)(=O)Nc3ncccn3)cc2)cc1 was read as Rab9 prom act 0%, MBNL1 CUG block -1%, uPA generation 1%, VP16 counter -1%, p53 reactivation 1%, ELG1 genotox 2%, RORgamma inh -13%, FLuc counter 4%, BRCA1 expr act -3% and NPC1 promoter act -2%.
Cc1ccc(C(=O)NCc2ccc3c(c2)OCO3)cc1C was read as Rab9 prom act 16%, MBNL1 CUG block -5%, uPA generation 5%, VP16 counter -15%, p53 reactivation -2%, ELG1 genotox 6%, RORgamma inh 24%, FLuc counter inconclusive, BRCA1 expr act 79% and NPC1 promoter act inconclusive.
O=C(OCCc1cc2ccccc2c(=O)o1)c1ccccc1C(F)(F)F was read as Rab9 prom act 1%, uPA generation -7%, p53 reactivation -9%, ELG1 genotox 0%, FLuc counter -19%, BRCA1 expr act -9% and NPC1 promoter act -8%.
Screening COC(=O)c1ccccc1NC(=O)/C=C/c1cc(OC)c(OC)c(OC)c1 returned Rab9 prom act -1%, MBNL1 CUG block 1%, uPA generation 2%, VP16 counter -10%, p53 reactivation -7%, ELG1 genotox -6%, RORgamma inh 15%, FLuc counter -7%, BRCA1 expr act -30% and NPC1 promoter act 1%.
Screening C=CCn1c(=O)n(CCOC)c(=O)c2sc3ccccc3c21 returned Rab9 prom act 0%, MBNL1 CUG block 26%, uPA generation -10%, VP16 counter -10%, p53 reactivation -4%, ELG1 genotox -1%, RORgamma inh -4%, FLuc counter -2%, BRCA1 expr act -6% and NPC1 promoter act -4%.
For Cc1ccc(C(=O)COC(=O)c2cccc(N3C(=O)c4c(C)nc5ccccc5c4C3=O)c2)cc1C the results were Rab9 prom act inconclusive, MBNL1 CUG block 1%, uPA generation 3%, VP16 counter -5%, p53 reactivation 35µM*, ELG1 genotox -2%, RORgamma inh -15%, FLuc counter 2.7µM*, BRCA1 expr act 4% and NPC1 promoter act -3%.
Screening O=C(Oc1ccc(-c2nccc(-c3ccccn3)n2)cc1)c1cccc(C(F)(F)F)c1 returned Rab9 prom act 9%, MBNL1 CUG block 5%, uPA generation 3%, VP16 counter -4%, p53 reactivation 9%, ELG1 genotox inconclusive, RORgamma inh 6%, FLuc counter 1%, BRCA1 expr act 90% and NPC1 promoter act 30%.
For Cc1ccc(Cn2c(=N)c(C#N)cc3c(=O)n4cccc(C)c4nc32)cc1 the results were Rab9 prom act 1%, MBNL1 CUG block 6%, VP16 counter 8%, p53 reactivation 1%, ELG1 genotox 1%, RORgamma inh -16%, FLuc counter -2% and NPC1 promoter act 1%.

Pulled by compound from the list above (2):
For Cc1ccc(NC(=O)CSc2nsc(SCC(=O)Nc3ccc(C)cc3C)c2C#N)c(C)c1 the results were Rab9 prom act -5%, MBNL1 CUG block 8%, uPA generation 2%, VP16 counter -10%, p53 reactivation 19%, ELG1 genotox 7%, RORgamma inh inconclusive, FLuc counter 4%, BRCA1 expr act -1% and NPC1 promoter act -6%.
For Cc1ccc(C(=O)NCCCNC(=O)c2ccccc2F)cn1 the results were Rab9 prom act -1%, MBNL1 CUG block 1%, uPA generation -1%, VP16 counter 9%, p53 reactivation 1%, ELG1 genotox 2%, RORgamma inh -8%, FLuc counter 4%, BRCA1 expr act -4% and NPC1 promoter act 2%.

Later entries.
Screening COc1cc2c(cc1OC)C(C(=O)Nc1cccc(C)n1)C(c1cccnc1)N(C)C2=O (stereo not given) returned Rab9 prom act -2%, MBNL1 CUG block 0%, uPA generation -4%, VP16 counter -1%, p53 reactivation -1%, ELG1 genotox 6%, RORgamma inh 29%, FLuc counter 0%, BRCA1 expr act -6% and NPC1 promoter act -9%.
CCCCCN(C(=O)NC(=O)Nc1ccccc1C)S(C)(=O)=O was read as Rab9 prom act 0%, MBNL1 CUG block -12%, uPA generation 0%, VP16 counter -7%, p53 reactivation 1%, ELG1 genotox 3%, RORgamma inh 2%, FLuc counter 1%, BRCA1 expr act -9% and NPC1 promoter act -3%.
For O=C(Nc1nnc(C2CC2)s1)C1CCCCN1S(=O)(=O)c1ccccc1 (stereo not given) the results were Rab9 prom act 0%, MBNL1 CUG block 1%, uPA generation 2%, VP16 counter 2%, p53 reactivation -2%, ELG1 genotox -5%, RORgamma inh -2%, FLuc counter -9%, BRCA1 expr act -24% and NPC1 promoter act -2%.
`COc1ccccc1CCNC(=O)C(=O)NCC1OCCN1S(=O)(=O)c1ccc([N+](=O)[O-])cc1` (stereo not given) gave Rab9 prom act 0%, MBNL1 CUG block inconclusive, uPA generation -6%, VP16 counter inconclusive, p53 reactivation 0%, ELG1 genotox -3%[9.26 µM], RORgamma inh -4%, FLuc counter -2%, BRCA1 expr act -20% and NPC1 promoter act 0%.
For COc1cccc(CN(C)C(=O)c2cc(-c3ccc(F)cc3)nc3ccccc23)c1 the results were Rab9 prom act -8%, MBNL1 CUG block 19%, uPA generation -1%, VP16 counter 6%, p53 reactivation 2%, ELG1 genotox -12%, RORgamma inh -3%, FLuc counter inconclusive, BRCA1 expr act -64% and NPC1 promoter act 2%.
`O=C(O)c1ccc(N2C(=O)c3cccc(Oc4ccc(Cl)cc4)c3C2=O)cc1` gave Rab9 prom act -3%, MBNL1 CUG block inconclusive, uPA generation 4%, VP16 counter 2%, p53 reactivation -2%, ELG1 genotox -1%, RORgamma inh 25%, FLuc counter 3%, BRCA1 expr act 6% and NPC1 promoter act -2%.
For Cc1nc(N=C(N)N)nc2ccccc12 the results were Rab9 prom act -21%, MBNL1 CUG block -4%, uPA generation -6%, VP16 counter -12%, p53 reactivation 3%, ELG1 genotox -4%, RORgamma inh -19%, FLuc counter 1%, BRCA1 expr act -60% and NPC1 promoter act -11%.
Screening COc1ccc(Cl)cc1NC(=O)CN1CCc2ccccc2C1 returned Rab9 prom act -3%, MBNL1 CUG block 2%, uPA generation -8%, ELG1 genotox -4%, FLuc counter 0%, BRCA1 expr act -22% and NPC1 promoter act -1%.
Screening Cn1c(N)c(C(=O)COC(=O)C2CCCCC2)c(=O)n(C)c1=O returned Rab9 prom act 2%, MBNL1 CUG block 11%, uPA generation 24%, VP16 counter -5%, p53 reactivation 1%, ELG1 genotox 0%, RORgamma inh -21%, FLuc counter -3%, BRCA1 expr act 1% and NPC1 promoter act -4%.
`CCOc1ccc(CN(C)CCc2ccccn2)cc1` gave Rab9 prom act 3%, MBNL1 CUG block inconclusive, uPA generation -3%, VP16 counter 6%, p53 reactivation 1%, ELG1 genotox -5%, RORgamma inh -14%, FLuc counter -1%, BRCA1 expr act -1% and NPC1 promoter act -6%.
For CCCCn1c(SCC(=O)Nc2ccc(OC)cc2)nc2ccc(N3CCOCC3)cc2c1=O the results were Rab9 prom act -7%, MBNL1 CUG block 5%, uPA generation 1%, VP16 counter 10µM*, p53 reactivation 18%, ELG1 genotox 0%, RORgamma inh inconclusive, FLuc counter -10%, BRCA1 expr act -2%[1.84 µM] and NPC1 promoter act 2%.
